HKDC1 inh – HKDC1 hexokinase inhibitors, primary screen, biochemical, fluorescence, uHTS | Q2TB90 | hit rate 0.16% among 340,000 | recombinant HKDC1, G6PDH/diaphorase resazurin coupled fluorescence | inhibition, % at 20 µM;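 active = inhibition above about 35% when tested at 20 µM, limit read from the data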;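 also: plate controls were DMSO wells with enzyme for no effect and DMSO wells lacking enzyme for full effect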
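Incubation: 90 min at room temperature in dark / Material: recombinant HKDC1 (HK5) hexokinase enzyme, produced in-house / Quantity: enzyme 5 µg/mL final / Compound: one dose of 20 µM, 1% DMSO / Reagent: glucose and ATP substrates / Buffer or medium: Tris pH 8.0 buffer with MgCl2, Tween-20, BSA, BME / Technique: resorufin fluorescence at 613 nm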
Jurkat NFkB inh – inhibitors of induced NF-kB luciferase reporter, primary screen, TCR NF-kB activation inhibitor project, cell-based, luminescence, uHTS | Jurkat, PMA/ionomycin-induced NF-kB luciferase reporter | inhibition, % at 4 µM | hit rate 0.53% among 330,000 | AID 435003, 2010
697 NFkB inh – inhibitors of PMA/ionomycin-induced NF-kB reporter, 697 cells, primary screen, B-cell NF-kB inhibitor project, cell-based, luminescence, uHTS; inhibition, % at 4 µM; 697 B-cell NF-kB luciferase reporter, 16 h; hit rate 0.33% among 330,000; in the data active = inhibition above about 35%
Gli-Sufu antag – Gli-Sufu pathway antagonists, primary screen, luciferase luminescence, Sufu-KO-LIGHT cells, uHTS; Sufu-KO-LIGHT fibroblasts, Gli luciferase reporter luminescence; inhibition, % at 5 µM; hit rate 0.74% among 340,000;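 active = inhibition above about 55%, limit read from the data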;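 also: 0% = DMSO-treated cells and 100% = wells with medium but no cells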
SENP8 block – SENP8 protease inhibitors, primary screen, biochemical, luminescence; Sentrin-specific protease 8 (Homo sapiens), Q96LD8; purified SENP8, Z-RLRGG-aminoluciferin cleavage; inhibition, % at 10 µM; hit rate 1.2% among 330,000
UBC13 inh – UBC13 polyubiquitin chain formation inhibitors, primary screen, biochemical, TR-FRET, uHTS. inhibition, % at 20 µM. hit rate 0.47% among 330,000; in the data active = inhibition above about 45%, passing the limit was not always enough
Apaf-1 inh – inhibitors of human Apaf-1 apoptosome, primary screen, biochemical, DEVD-Rh110 fluorescence, uHTS; reconstituted apoptosome caspase-3 activity; inhibition, % at 20 µM; AID 489030, 2010; hit rate 0.71% among 330,000; active = inhibition of at least 40% at 20 µM;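 also: plate controls were DMSO wells for no effect and DEVD-CHO caspase inhibitor wells for full effect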
Target sequence (O14727 whole entry, looked up): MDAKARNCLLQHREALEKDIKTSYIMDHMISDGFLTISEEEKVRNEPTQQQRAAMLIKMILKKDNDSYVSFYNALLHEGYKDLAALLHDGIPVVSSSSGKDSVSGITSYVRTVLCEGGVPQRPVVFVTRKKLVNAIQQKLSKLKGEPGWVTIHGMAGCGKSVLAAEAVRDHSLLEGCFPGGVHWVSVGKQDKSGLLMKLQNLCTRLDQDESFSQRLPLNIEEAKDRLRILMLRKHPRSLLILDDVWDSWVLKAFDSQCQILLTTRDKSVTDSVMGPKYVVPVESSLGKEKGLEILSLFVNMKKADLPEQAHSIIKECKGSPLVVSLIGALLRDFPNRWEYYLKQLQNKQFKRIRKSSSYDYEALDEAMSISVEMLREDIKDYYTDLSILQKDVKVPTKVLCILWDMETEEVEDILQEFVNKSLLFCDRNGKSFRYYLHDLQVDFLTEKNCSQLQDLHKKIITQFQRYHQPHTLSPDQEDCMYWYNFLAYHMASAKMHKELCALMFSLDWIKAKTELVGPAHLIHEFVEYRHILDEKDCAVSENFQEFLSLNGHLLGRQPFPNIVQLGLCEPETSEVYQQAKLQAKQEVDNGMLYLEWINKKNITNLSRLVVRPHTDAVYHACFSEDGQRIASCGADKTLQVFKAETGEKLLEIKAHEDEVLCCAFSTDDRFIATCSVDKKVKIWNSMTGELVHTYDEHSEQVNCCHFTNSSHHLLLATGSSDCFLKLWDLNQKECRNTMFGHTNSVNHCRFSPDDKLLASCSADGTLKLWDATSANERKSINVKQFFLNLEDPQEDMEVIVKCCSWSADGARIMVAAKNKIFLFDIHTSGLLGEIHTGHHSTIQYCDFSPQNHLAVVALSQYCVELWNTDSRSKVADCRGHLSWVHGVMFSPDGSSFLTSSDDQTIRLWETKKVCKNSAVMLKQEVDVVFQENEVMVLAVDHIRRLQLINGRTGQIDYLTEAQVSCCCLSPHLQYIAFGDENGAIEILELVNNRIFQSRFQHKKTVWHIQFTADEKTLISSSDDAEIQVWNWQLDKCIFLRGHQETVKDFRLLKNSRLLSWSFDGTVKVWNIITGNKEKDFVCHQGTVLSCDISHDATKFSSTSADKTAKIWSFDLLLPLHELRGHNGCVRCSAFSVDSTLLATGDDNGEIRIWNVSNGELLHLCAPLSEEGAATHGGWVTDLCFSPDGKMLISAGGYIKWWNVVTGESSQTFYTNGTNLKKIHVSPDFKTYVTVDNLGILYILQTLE
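Assay system: Apoptosome proteins | Medium: pH 7.5 Hepes buffer with CHAPS, BSA, DTT | Also added: Cytochrome c and DEVD-Rh110 substrate | Times: 30 min plus 50 min, RT | Detection: Rhodamine 110 fluorescence at Ex 480/Em 540 nm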
SENP7 block – SENP7 protease inhibitors, primary screen, biochemical, luminescence, uHTS. Sentrin-specific protease 7 (Homo sapiens), Q9BQF6. recombinant SENP7, Z-RLRGG-aminoluciferin luminescence, 40 min. inhibition, % at 5 µM. hit rate 1.5% among 330,000;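 active = inhibition above about 50% at the single test dose, limit read from the data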;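 also: plate controls were DMSO with enzyme for no effect and no enzyme buffer wells for full effect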
The depositor's hits bear a star; . = not tested or not shown. Rule as the data show it, unless noted: active = inhibition above about 50%; inactive = the rest.

The opening 6 entries as a preview:
SMILES	HKDC1 inh	Jurkat NFkB inh	697 NFkB inh	Gli-Sufu antag	SENP8 block	UBC13 inh	Apaf-1 inh	SENP7 block
COCc1cc(N2CCCC2)nc(-c2ccccc2)n1	-7	-6	-2	7	-6	0	-1	-2
Cc1ccc(NC(=O)COC(=O)Cc2c[nH]c3ccccc23)cc1F	-1	5	16	-8	7	2	21	-5
COCCNC(=S)N1CCC(Cc2ccccc2)CC1	2	-7	6	2	-10	-9	2	-3
O=C(CSc1ccc2nc(-c3ccccc3)cn2n1)NCC1CCCO1 (configuration not stated)	-2	-36	-53	-25	1	13	-4	-5
CCN(C[C@H]1N[C@@](Cc2ccccc2)(C(=O)OC)[C@H]2C(=O)N(Cc3ccccc3)C(=O)[C@@H]12)C(=O)Nc1ccc(F)cc1	-4	10	-5	-1	-2	6	13	-1
CCc1ccc(/C=N\NC(=O)c2ccc(Br)o2)s1	1	-35	-75	-74	15	1	-3	31

Main list, from the start:
SMILES	HKDC1 inh	Jurkat NFkB inh	697 NFkB inh	Gli-Sufu antag	SENP8 block	UBC13 inh	Apaf-1 inh	SENP7 block
COCc1cc(N2CCCC2)nc(-c2ccccc2)n1	-7	-6	-2	7	-6	0	-1	-2
Cc1ccc(NC(=O)COC(=O)Cc2c[nH]c3ccccc23)cc1F	-1	5	16	-8	7	2	21	-5
COCCNC(=S)N1CCC(Cc2ccccc2)CC1	2	-7	6	2	-10	-9	2	-3
O=C(CSc1ccc2nc(-c3ccccc3)cn2n1)NCC1CCCO1 (configuration not stated)	-2	-36	-53	-25	1	13	-4	-5
CCN(C[C@H]1N[C@@](Cc2ccccc2)(C(=O)OC)[C@H]2C(=O)N(Cc3ccccc3)C(=O)[C@@H]12)C(=O)Nc1ccc(F)cc1	-4	10	-5	-1	-2	6	13	-1
CCc1ccc(/C=N\NC(=O)c2ccc(Br)o2)s1	1	-35	-75	-74	15	1	-3	31
O=C(CC12CC3CC(CC(C3)C1)C2)NCc1ccccc1	0	-4	1	-21	3	2	8	3
CCCCC(c1nnnn1C1CCCC1)N1CCN(C2CCCC2)CC1 (configuration not stated)	-1	-11	15	11	1	7	9	-9
Cc1ccccc1Nc1nnc(SCC(=O)N(C)C2CCS(=O)(=O)C2)s1 (configuration not stated)	-13	3	2	10	0	-2	-1	14
Cc1cc(C)cc(NC(=O)CN2C(=O)c3ccccc3C2=O)c1	-6	-5	5	5	-1	2	-12	-1
O=C(Nc1ccc(N2CCOCC2)cc1)Nc1ccc2nc(-c3ccco3)c(-c3ccco3)nc2c1	18	-16	6	5	9	-12	15	9
CCN(CC)C(CNC(=O)c1cc(=O)[nH]c2ccccc12)c1ccccc1Cl (configuration not stated)	-6	-1	-1	6	-1	2	5	4
CCN(C(=O)COC(=O)c1c(C)noc1C)C1CCS(=O)(=O)C1 (configuration not stated)	-1	12	34	-4	4	-1	-9	3
COCCCNC(=S)N(CCCO)Cc1cc2cc3c(cc2[nH]c1=O)OCCO3	-5	3	-8	8	16	-2	-14	-8
Cc1nc(/C(N)=N/OC(=O)c2cccc(Cl)c2)c(C(F)(F)F)o1	3	-4	-8	7	-7	5	-13	4
CN(C)C=NC(=O)c1cn(-c2ccc(F)cc2)c(=O)c2ccccc12	-11	-8	-26	-10	-2	-8	7	-1
CC(NC(=O)[C@H](C)NC(=O)C1CC(=O)N(c2ccc3c(c2)OCO3)C1)c1ccccc1 (some centres not stated)	-9	-8	-6	-2	-10	1	10	-19
COc1cc(NC(C)CCCN)c2ncccc2c1 (configuration not stated)	13	65*	44*	19	49	-19	92*	84*
CCc1cccc2c(C(=S)N3CCOCC3)c[nH]c12	-8	-4	-4	2	0	7	-18	1
Cc1ccc(NS(=O)(=O)c2ccc3c(c2)oc(=O)n3C)cc1F	-5	1	-12	3	-4	-3	7	5
CCc1ccc(C(=O)C(C)OC(=O)C2COc3ccccc3O2)cc1 (configuration not stated)	-3	5	4	1	-15	14	8	-8
COC(=O)C1=C(O)/C(=C\c2ccc(CNC(=O)C(=O)Nc3ccc(C)c(C)c3)o2)N=C1C	1	-13	-32	-3	-8	-28	-8	-12
O=C(NCCc1ccccc1F)C1CCC(=O)N(Cc2ccccc2F)C1 (configuration not stated)	-7	-3	26	-13	6	1	2	0
Cc1cc(Br)ccc1NC(=O)CN(C)C(=O)c1ccc(-n2cncn2)c([N+](=O)[O-])c1	3	-12	-2	2	-11	-4	16	-8
Cn1c(NC(=O)CC2CCCCC2)cc(=O)n(C)c1=O	-1	0	1	0	-3	3	11	2
CC(C)C1CC(C(F)(F)F)n2nc(C(=O)O)cc2N1 (configuration not stated)	-6	9	10	1	-5	-2	-2	2
COc1ccc(NC(=O)COC(=O)C2=COCCO2)cc1OC	6	-4	6	16	5	2	-3	1
S=C(c1ccc2c(c1)OCO2)N1CCCCC1	-11	5	7	19	-5	12	-1	-4
CC(=O)Nc1ccc(NC(=O)C(C)OC(=O)C2CCN(S(=O)(=O)c3cccs3)CC2)cc1 (configuration not stated)	-7	13	1	0	-3	-3	5	3
O=C(CN1C(=O)NC2(CCCC2)C1=O)Nc1nc2ccccc2s1	3	-14	-20	-15	10	-1	9	5
C/C(CC(=O)Nc1ccc(Cl)c(C(F)(F)F)c1)=N\NC(N)=S	-7	-6	26	10	-3	7	15	3
COc1ccc(/C=C/c2ccc3cccc(O)c3n2)cc1Br	4	-62	-75	2	20	-19	8	63*
NC(=O)C1CCN(c2nc(-c3ccccc3Br)cs2)CC1	-2	18	-83	-91	-7	2	12	-6
CC(C)c1nnc(NC(=O)CCN2C(=O)c3ccccc3C2=O)s1	-11	-6	15	-4	3	1	-15	2
CC(C)n1cc(/C=N/Nc2ccc(Cl)c(C(=O)O)c2)c2ccccc21	.	-30	-148	.	2	-19	4	-18
c1cnc(Oc2ccc3oc4ccccc4c3c2)nc1	0	-20	-35	-11	-9	-5	17	-16
CC(C)[C@H]1COCCS(=O)(=O)N1Cc1ccccc1-c1ccc(C(C)(C)C)cc1	5	.	2	-6	.	.	23	-6
Cc1ccccc1-n1c(SCC(=O)NCc2cccs2)nnc1-c1ccncc1	8	6	8	40	-9	2	-2	-2
COc1ccccc1CNc1ccc2c(c1)CCC2	2	-6	-62	21	10	2	-5	1
Cn1c(CO)cnc1-c1ccccc1	-6	7	11	4	-2	-4	6	3
CNC(=S)NNC(=O)c1ccc(N(C)C)cc1	7	14	13	5	11	-11	-8	-1
Nc1ccnn1Cc1ccc(Br)s1	-9	10	6	-6	-11	4	-3	-7
COC(=O)C1CCN(C(=O)COC(=O)CNC(=O)c2ccc(Cl)cc2Cl)CC1	-3	-11	2	-15	-17	-6	-1	-10
Cc1c(OCC(=O)NCc2ccccn2)ccc2c(-c3ccccc3)cc(=O)oc12	2	-4	34	-2	-1	11	7	-8
CNc1nc(C)c(C(=O)OCC(=O)OC)s1	-5	-2	11	-7	-10	-11	8	-4
CCc1nnc(NS(=O)(=O)c2ccc(NC(=O)c3cc(Cl)ccc3OC)cc2)s1	-1	7	1	13	-14	-8	8	-11
O=C(NCc1ccccc1)C1CCCN(S(=O)(=O)c2ccc(F)cc2)C1 (configuration not stated)	-2	1	4	0	-1	-3	-7	5
Cc1cccc(Nc2nc(N)nc(CSc3nccc(C)n3)n2)c1	-7	0	-5	19	-5	9	2	-4
CCOc1ccc(NC(=O)CN(C)C(=O)C2CC(=O)N(c3ccc4c(c3)OCCO4)C2)cc1OCC (configuration not stated)	-5	0	5	-6	-6	9	26	-4
Fc1cccc(NC(=S)NCC(c2cccnc2)N2CCOCC2)c1 (configuration not stated)	4	8	17	-3	0	-1	-7	-4
COc1ccc(OC)c(C2SCCN2S(=O)(=O)c2cccc(C(F)(F)F)c2)c1 (configuration not stated)	7	13	-23	16	0	4	6	5
CCc1nc2oc3cc(OC)ccc3c(=O)c2c(=O)n1Cc1ccco1	-3	-9	5	12	-5	-2	2	3
Cc1ccccc1C(=O)c1cn[nH]c1-c1ccccc1O	-4	-1	-6	-5	-9	2	6	-4
N=C1/C(=C/c2ccc(-c3cccc(C(=O)O)c3)o2)C(=O)N=C2SC=C(c3ccccc3)N12	20	12	-7	11	46	-42	36	11
Fc1ccc(CSc2nnc3ccccn23)c(Cl)c1	2	-20	-39	20	-11	-9	-2	-17
CC(C)N(C(=O)Cn1cnc2cc([N+](=O)[O-])ccc2c1=O)C(C)C	.	-5	25	.	5	-8	-5	6
CCC(NC(=O)c1ccccc1NC(=O)c1ccccc1)C(=O)NNC(=O)CSc1nc2ccccc2o1 (configuration not stated)	6	-2	10	5	1	2	15	3
Cc1cc(NC(=O)CSCC(=O)N2CCN(c3ccccc3)CC2)no1	-7	20	5	7	-3	20	-3	6
COc1ccc(CN(C)C(=O)c2ccc(NS(=O)(=O)c3ccc4[nH]c(=O)[nH]c4c3)cc2)c(OC)c1OC	1	0	3	-10	-2	2	1	-1
O=c1[nH][nH]c(-c2ccccc2O)c1C(C[N+](=O)[O-])c1cccc(Cl)c1 (configuration not stated)	-10	13	-18	-3	2	4	7	12

Continuation:
SMILES	HKDC1 inh	Jurkat NFkB inh	697 NFkB inh	Gli-Sufu antag	SENP8 block	UBC13 inh	Apaf-1 inh	SENP7 block
COc1cccc(N2C(=O)C3CCCN3C2c2cccs2)c1 (configuration not stated)	-11	-3	18	3	8	2	-12	-2
COC(=O)c1cc(OC)c(OC)cc1NC(=S)NC(=O)c1ccco1	-2	85*	-18	19	-1	15	-2	6
CCOC(CNC(=O)C(=O)NCC(c1ccco1)N1CCN(c2ccc(OC)cc2)CC1)OCC (configuration not stated)	8	9	-15	1	2	-2	-2	-6
CCOc1ccccc1NC(=O)NC1(C(=O)NCc2cccnc2)CCCCC1	0	11	4	-5	6	2	1	6
Cc1ccccc1-c1cc(C(=O)NCc2cccc(C(F)(F)F)c2)n(CC2CC(c3cccnc3)=NO2)n1 (configuration not stated)	7	3	-2	6	-11	-5	20	-8
CCN(CC)CCC#CC(O)(c1ccccc1)C1CCCCC1 (configuration not stated)	-3	-4	-16	14	0	11	3	3
CC(=O)Nc1ccc(NC(=O)c2ccccc2CCc2ccccc2)cc1	-1	1	-1	2	7	3	-21	-3
COC(=O)c1c(C)[nH]c(C)c1-c1ccc(C)cc1	1	1	24	8	-1	10	3	-2
CCNc1nc(NCC)nc(Oc2ccc(OCC)nn2)n1	-7	-9	16	3	-12	-4	-11	-14
COCCOC1CCN(Cc2cn(Cc3ccccc3)nc2-c2cc3ccccc3o2)CC1	-8	4	1	9	5	21	-7	0
CN(C)c1ccc(/C=c2\sc3nc(-c4ccccc4)nn3c2=O)cc1	.	12	-20	.	-8	-32	-6	-4
O=C(CSc1nnc(-c2ccncc2)n1-c1ccc(Cl)cc1)NCc1cccs1	3	-3	-4	-1	0	6	5	0
C#CCn1cc[n+](CC(=O)N(C)C)c1	-4	14	-7	-6	4	6	-18	6
O=C(O)c1cc2c(ccc3ccccc32)oc1=O	.	5	-13	.	0	6	-1	1
CN1CCc2c(OCC(=O)N3CCC(Cc4ccccc4)CC3)cccc2C1=O	-1	8	-51	18	-9	-7	-15	3

High-throughput results (PubChem BioAssay)
